# Bioassay records as filed in PubChem.
# KDM5B inhibitor = blocks human KDM5B histone demethylase activity; Q9UGL1; KDM5B demethylase, FDH-coupled NADH fluorescence (FDH is formaldehyde dehydrogenase); Potency, µM (series often up to 57.7 µM), for inactives: at the top dose activity change, negative = inhibition, actives largely listed as inhibitors; 2.6% of 220,000 active; active = well fitted inhibition curve with a large enough effect; inconclusive = small, poorly fitted or top-dose-only effect; inactive = no such curve, though single readings can be large or run the other way; also: 0% is about no effect; nearly all actives have a fitted effect of over 70% in size
#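 Compound dilutions met 200 nM (final) KDM5BΔAP for 10 min at room temperature before substrate addition. The substrate mix held 12.5 µM H3K4me3 with cofactors 25 µM α-ketoglutarate and 50 µM Fe²⁺. NADH signal gain over 30 min defined activity.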
# Active calls of the source: *; i = inactive; ? = inconclusive; & = joins results of further samples; [ ] = remark or other dose. Potency is read from the fitted curve at half-maximal effect. A portion of the library (hit frequency here may not be typical).
structure	KDM5B inhibitor
Cc1nc(CC(=O)N2CCC(Cc3nnc(CO)n3C)CC2)cs1	12%
Cc1ccc(C(=O)C2=C(O)C(=O)N(Cc3ccco3)C2c2cccc(Cl)c2)o1 (stereo not drawn)	?
CC(C)OC(=O)c1ccn[nH]1	-9%
CN(C)C(=O)c1ccc2c(c1)NC(C)(CCCCc1ccccc1)CO2 (stereo not drawn)	-19%[86.2 µM]
CCCC(=O)N1CCCN(CC(=O)Nc2cccc(F)c2)CC1	-20%
O=C(C1CCCN(c2cnn(Cc3ccccc3)c(=O)c2)C1)N1CCCN(c2ncccn2)CC1 (stereo not drawn)	-33%
CSc1ccc(CN(C)C(=O)Cn2c(=O)n(C)c3ccccc32)cc1	2%
O=C(CN1CCN(c2ccccc2F)CC1)NCCc1c[nH]c2ccccc12	-10%
Cn1nc(C(=O)OCc2ccc(C(C)(C)C)cc2)c2ccccc2c1=O	8%
CN1[C@@H](CCC(=O)N2CCOCC2)CNC(=O)[C@@H]2[C@H]1CCN2Cc1nc2ccccc2n1C	-28%
COc1ccc(/C=C/C(=O)Sc2ccc(C)cc2)cc1	14%
Cc1cc(Cl)ccc1-c1ccc(C=O)cc1	79µM*
Cc1cccc(C(=O)Nc2cccc(C(=O)OCc3cc(=O)n4nc(C(C)C)sc4n3)c2)c1	-33%
Cc1[nH]c2ccc(C(=O)OC(C)C(=O)N3CCOCC3)cc2c1C (stereo not drawn)	5%
Cc1c(CCC(=O)NC2CCCCCC2)c(=O)oc2cc(O)ccc12	i
CC(=O)N1Cc2ccccc2CC2(CCN(CC3CCNCC3)C2)C1 (stereo not drawn)	-13%[149 µM]
COc1c(C)cc(C)cc1CN1CCC2(CC1)C(C(=O)O)CC(=O)N2C (stereo not drawn)	4%
O=C(Nc1ccc(Br)cc1)c1cccc(C(=O)Nc2ccc(Br)cc2)c1	-23%
CCc1ccc(S(=O)(=O)[C@H]2CS(=O)(=O)C[C@@H]2N2CCN(c3ncccn3)CC2)cc1	-4%
CCOc1cc(=O)n2c(c1C(=O)N(CC)Cc1ccncc1)CCCCC2	24%
NCC(c1ccccc1)N1CCOCC1 (stereo not drawn)	28%[230 µM]
CSc1ccc(/C=C2/C(=O)c3ccccc3OC2c2ccccc2)cc1 (stereo not drawn)	19%
CCOc1ncccc1C(=O)N1CC[C@@](O)(C2CCOCC2)[C@H](C)C1	17%
COC(=O)c1cc(S(=O)(=O)Nc2ccc(C)c(F)c2)c[nH]1	5%
COC[C@@H]1CN(Cc2cnn(C)c2)C[C@H]1c1ccncc1	-7%

# Arranged by the number under KDM5B inhibitor (low to high): 4 from the list above.
Molecule | KDM5B inhibitor
CSc1ccc(CN(C)C(=O)Cn2c(=O)n(C)c3ccccc32)cc1 | 2%
Cc1[nH]c2ccc(C(=O)OC(C)C(=O)N3CCOCC3)cc2c1C (stereo not drawn) | 5%
Cn1nc(C(=O)OCc2ccc(C(C)(C)C)cc2)c2ccccc2c1=O | 8%
CCOc1ncccc1C(=O)N1CC[C@@](O)(C2CCOCC2)[C@H](C)C1 | 17%

# (more compounds)
structure	KDM5B inhibitor
CC(C)(CC(=O)O)CC(=O)N1Cc2[nH]cnc2C[C@H]1C(=O)N1CCCC1	-34%[86.2 µM]
CCN(CC(=O)Nc1cc(Cl)ccc1C)C(=O)c1ccc(=O)n(Cc2ccccc2)n1	28%
COc1ccc(CNN2CCCCC2C(=O)Nc2ccc(OC)c(OCC(C)C)c2)cc1OC (stereo not drawn)	?
COCCNC(=O)N1CCc2nc(N3CCN(C)CC3)[nH]c(=O)c2CC1	7%
COc1cc(Cl)cc2cc(C(=O)N3CC[C@H](CO)[C@H](O)C3)oc12	-39%
Cc1ccc(NC(=O)[C@H](Cc2ccccc2)NC(=O)OC(C)(C)C)cc1	15%
Cc1ccc(C23CC4CC(CC(C(=O)Nc5ccccc5Br)(C4)C2)C3)cc1	4%
O=C(c1cccs1)N1CCC(c2noc(-c3ccncc3)n2)C1 (stereo not drawn)	9%
CCN(CC)C(=O)C1=C(C)NC(=O)NC1c1ccc(C(=O)OC)cc1 (stereo not drawn)	10%
COCCN1C(=O)c2cccn2CC1CN (stereo not drawn)	4%
C[C@@H](NC(=O)C1CC1)c1onc(-c2ccc(F)cc2)c1C(=O)O	5%[86.2 µM]
CCOC(=O)c1cccc(NC(=O)c2cc(CN3CCCC3)on2)c1	2%
Cc1ccc(C(=O)N2CCC(c3n[nH]c(=O)n3Cc3ccc(F)cc3)CC2)cc1F	27%
CC(=O)c1cc(CN2CCCn3nc(CNC(=O)C4CCC4)cc3C2)cs1	42%
COc1ccc(NC(=O)c2oc3ccc(S(=O)(=O)N(C)C4CCCCC4)cc3c2C)cc1Cl	-41%
CC(=O)Nc1ccc(S(=O)(=O)N(Cc2ccccc2)Cc2ccccc2)cc1	-15%
CCNC(=O)Nc1ccc(S(=O)(=O)Nc2cnc(C)nc2C)cc1	10%
CC(C)Oc1ccc(CNC(=O)c2cc3ccccn3n2)cc1	-88%
C/C(=N/NC(=O)CCC(=O)Nc1ccc(Br)cc1)c1ccc(Br)cc1	25%
NC(=O)C1CCN(CC[C@H]2CN(C(=O)Nc3ccc(OC(F)(F)F)cc3)CC[C@H]2CC(=O)O)CC1	29%
COCc1ccc(C(=O)N2CCCC(N(C)Cc3ccccc3)C2)s1 (stereo not drawn)	-3%
Cc1cccc(C)c1OCC(=O)Nc1ccccc1C(=O)O	13%
CN(C)C(=O)C1CN(C(=O)c2ccc(Cl)s2)CC12CCOCC2 (stereo not drawn)	11%
O=C(O)C1Cc2nc[nH]c2CN1C(=O)CCc1cn2ccccc2n1 (stereo not drawn)	11µM*
O=C(Cn1cc(C(F)(F)F)cc(Cl)c1=O)Nc1ccccc1Br	24%

# Random excerpt: 3 records from the list, in no set order.
structure	KDM5B inhibitor
CC(C)Oc1ccc(CNC(=O)c2cc3ccccn3n2)cc1	-88%
COCCNC(=O)N1CCc2nc(N3CCN(C)CC3)[nH]c(=O)c2CC1	7%
CN(C)C(=O)C1CN(C(=O)c2ccc(Cl)s2)CC12CCOCC2 (stereo not drawn)	11%

# (further entries)
structure	KDM5B inhibitor
O=c1[nH]c(C2CCCN(Cc3ccccc3C(F)(F)F)C2)nn1-c1ccccc1 (stereo not drawn)	-1%
CCOC(=O)N1CCN(C(=O)CN(c2cccc(Cl)c2)S(=O)(=O)c2ccccc2)CC1	-4%
CCC(C)NC(=O)NCc1c(-n2cccc2)sc2c1CCN(C)C2 (stereo not drawn)	?
CC(C)c1ccc(C(=O)NCCC2=CCCCC2)cc1	17%
Cc1cc(OCC(O)CN2CCN(c3cccc(Cl)c3)CC2)ccc1Cl (stereo not drawn)	?
COCCCNC(=O)C1c2ccccc2C(=O)N(Cc2ccccc2)C12CCCC2 (stereo not drawn)	-1%
CCNC(=O)N1CCOc2ccc(CCC(=O)Nc3ccc(C)cc3)cc2C1	-19%
CCn1nccc1-c1cc(C(=O)O)c2ccc(C)c(C)c2n1	?
COC1C(=O)N(c2cccc(F)c2)C12CCN(C(=O)Nc1ccccc1F)CC2 (stereo not drawn)	-5%
O=C(c1ccccc1Cl)c1c(O)c2ccccc2oc1=O	?
Cc1ccc(NC(=O)Cn2c(SCc3cccc(F)c3)nc3ccncc32)c(C)c1	-17%
COCCCn1c(=O)c2sccc2n2c(CCCC(=O)Nc3cccc(OC)c3)nnc12	?
CN1CCC(CCNC(=O)C2CCCN(S(=O)(=O)c3ccccc3)CCC(=O)NCC2)CC1 (stereo not drawn)	2%
COc1ccc(CC(=O)NC(C)c2cccs2)cc1OC (stereo not drawn)	0%
N#Cc1cccnc1N1CCN(C(=O)c2ccccc2)CC1	?
Cc1ccc2c(Cn3nnc(-c4ccc(F)cc4)n3)cc(=O)oc2c1	-2%
Cc1cc(=O)oc2cc(OCC(=O)OCC(=O)Nc3ccc4ccccc4c3)ccc12	?
COCCN1C(=O)C(CC(=O)NC2CCS(=O)(=O)C2)=C2CCCCC21 (stereo not drawn)	-9%
CC(=O)c1cccc(NC(=O)c2c3c(nc4c2cnn4C(C)C)CCC3)c1	9%
O=C(Nc1cccc(C(F)(F)F)c1)c1nnn2c1CN(Cc1ccccc1F)C(=O)CC2	-21%
CCOc1ccccc1C(=O)N1C[C@@H](CO)[C@H](c2nc(C3CC3)no2)C1	-12%
CC(=O)Nc1cccc(-c2ccnc(-c3nnc(C)n3Cc3ccccc3)c2)c1	12%[86.2 µM]
O=C1N(C2CCOCC2)C[C@H]2CN(S(=O)(=O)c3ccccc3)CCN12	-17%[86.2 µM]
CCc1nc(-c2c3n(c(=O)n(CC(=O)Nc4ccc(OC)cc4)c2=O)CCCCC3)no1	37%
O=C(c1cc2ccccc2[nH]1)N1CCC(C(=O)N2CCCCCC2)CC1	-4%
COCCNC(=O)c1ccc2c(c1)N(C)C(CC(=O)NCCO)CO2 (stereo not drawn)	28µM*
CN(C)CCNC(=O)CNc1nc(Cl)nc2nc[nH]c12	-10%
CCOC(=O)C1CCN([C@H]2CS(=O)(=O)C[C@@H]2S(=O)(=O)c2ccc(OC)cc2)CC1	11%
O=C1CCN(Cc2ccncc2)CCCC(C(=O)N2CCc3ccccc32)CCN1 (stereo not drawn)	?
COc1ccc(-c2nc(C)nc3c2CN(C(=O)c2ccc(C(F)(F)F)cc2)CC3)cc1	?
O=C1NC2(CCCN(Cc3ccc(C(F)(F)F)cc3)C2)Oc2ccccc21 (stereo not drawn)	-11%
CC(C)CNC(=O)c1ccc2c(c1)N(S(=O)(=O)c1ccccc1F)CC2	-6%
CN(C)CCN(C)[C@@H]1[C@H](O)[C@H](CO)O[C@@H]1CNC1CCOCC1	?
CCOCC1(C)COc2ccc(C(=O)Nc3cccc(Cl)c3)cc2N1 (stereo not drawn)	?
COc1cc2c(C(=O)N3CCN(c4cc(Cl)ccc4C)CC3)cn(CC(C)C)c(=O)c2cc1OC	?
CC(C)(C)C(=O)N[C@H]1CO[C@H]2[C@@H]1OC[C@@H]2Nc1nccc(-c2ccc(-c3ccccc3)cc2)n1	-30%
Cc1ccc(C2C(C#N)=C(N)N(N3CCOCC3)C3=C2C(=O)CC(C)(C)C3)cc1 (stereo not drawn)	-13%
CCC(=O)Oc1ccc2cc(-c3nc(-c4ccccc4C)no3)c(=O)oc2c1	?
O=C(COc1ccc(Br)cc1)N1CCC(c2nc3ccccc3o2)CC1	8%
COc1ccc(-c2onc(C)c2C)cc1S(=O)(=O)NCc1cccs1	4%
Cc1ccc(C)c(Nc2nc(-c3ccccc3)cs2)c1	-4%
CCCN1Cc2cccc(C(=O)Nc3ccc(OC)c(OC)c3)c2C1=O	2%
COc1cccc(-c2nc3ccccc3c(=O)n2NC(=O)c2ccc(Cl)c(Cl)c2)c1	-18%
c1cc2c(cc1CN1CCCCCC1)CNCCO2	-29%
CCc1nnc(NC(=O)CSCc2cc(=O)c3ccc(C)cc3[nH]2)s1	-16%
COc1cccc(CCC(=O)NCCn2ccn3nc(-c4cccc(OC)c4)cc3c2=O)c1	?
CCCCCCn1nc(C(=O)NCc2ccc(C(=O)O)cc2)c2ccccc2c1=O	19%
CC12CCC(C[N+](C)(CCC[N+](C)(C)C)C1)C2(C)C (stereo not drawn)	14%
CSc1cccc(NC(=O)CN2C(=O)NC3(CCS(=O)(=O)CC3)C2=O)c1	-11%
CCOC(=O)c1[nH]c2ccccc2c1NC(=O)c1c(F)cccc1F	?

# (next part)
structure	KDM5B inhibitor
Cc1ccc(CN(CC(=O)NC2CCCC2)C(=O)c2csnn2)cc1	0%
Cc1ccc(S(=O)(=O)NCC2(c3ccccc3)CC2)c(Cl)c1	-4%
CCOc1ccc(OCCCCOc2cccc(Br)c2)cc1	18%
COc1cccc(CN2CCCCCNC(=O)CC2c2ccccc2)c1OC (stereo not drawn)	-1%
CCC(=O)N1CCc2cc(Br)cc(S(=O)(=O)CCC(=O)Nc3ccc(CC)cc3)c21	-1%
O=C(Cn1ccc2ccc(Cl)cc21)NCC1CCC(C(=O)O)CC1 (stereo not drawn)	6%
COc1cccc(C(=O)N2CCC(C(NC(=O)c3cccs3)C(=O)NCC(C)C)CC2)c1 (stereo not drawn)	0%
Cc1ccc(C(=O)N2CCC(F)(c3nc(-c4ccncc4)no3)CC2)s1	-14%
NNc1ccc(Br)c2ccccc12	?
CC(C)CNC(=O)Cn1c(=O)c2c(ncn2C)n(C)c1=O	-8%
CCc1nn(CC(=O)N(CC)Cc2ccccc2)c(=O)c2cc3occc3n12	?
COc1ccc(C[N+]2=C(N)N[C@@]3(C=C(C)Cn4c(=O)n(-c5ccccc5)c(=O)n43)C2)c(OC)c1	-18%
CCOc1ccccc1CNC(=O)CN1C(=O)CCc2cc(S(=O)(=O)N3CCCCC3)ccc21	8%
CCc1ccc(C2=NN(C(=O)c3ccco3)C(c3ccc4nccnc4c3)C2)cc1 (stereo not drawn)	-15%
COc1ccc(-c2nnc(-c3ccco3)o2)cc1OC	?
Cc1ccc(N2CC(NC(=O)c3ccc(S(=O)(=O)N4CCOCC4)cc3)CC2=O)cc1 (stereo not drawn)	-12%&4%
O=C(CCC(=O)c1ccc(F)cc1)OCc1cccc([N+](=O)[O-])c1	23%
COc1ccc(OCC(=O)Nc2ccc(OC)c3ncccc23)cc1	8%
CC(=O)Nc1ccc(NC(=O)CN(C)Cc2ccc(C(F)(F)F)cc2)cc1	10%
CCCCCCNc1nc2c(c(=O)n(C)c(=O)n2C)n1Cc1cccc(C)c1	-41%
